Screening data: PubChem BioAssay, National Center for Advancing Translational Sciences (NCATS)
TRb-SRC2 inh = qHTS for Inhibitors of the Interaction of Thyroid Hormone Receptor and Steroid Receptor Coregulator 2; Potency, µM (series often up to 106 µM), for the others: at the highest dose activity change, negative = inhibition, actives largely listed as inhibitors; TRbeta-SRC2 peptide binding, fluorescence polarization; receptor liganded with 1 µM T3; Thyroid hormone receptor beta (Homo sapiens), P10828; actives 0.065% (n = 280,000);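 further: plate controls were bound peptide for no effect and peptide without receptor for full effect; nearly all actives have a fitted effect of over 50% in size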
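Fluorescence polarization of 20 nM Texas Red SRC2 peptide with 0.6 uM human TRb ligand-binding domain, in Tris buffer with 1uM T3 and 5% DMSO. Incubated 5 hr ambient; normalized to unbound and bound controls.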
RECQ1 inh = qHTS Assay for Inhibitors of RecQ-Like Dna Helicase 1 (RECQ1); ATP-dependent DNA helicase Q1 (Homo sapiens), P46063; RECQ1 DNA unwinding, red fluorescence kinetic read; Potency, µM (top dose mostly 57.3 µM), inactives show at the highest dose activity, negative = inhibition, actives largely listed as inhibitors; actives 0.54% (n = 240,000); AID 2549, 2010;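 further: plate controls were vehicle for no effect and no enzyme for full effect; nearly all actives have a fitted effect of over 30% in size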
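50 nM RECQ1T1 preincubated 15 min with compound in Tris pH 8.0 buffer with MgCl2, DTT, Tween-20 and 2.5 ug/ml poly(dI-dC); started with 200 nM TAMRA/BHQ-2 forked duplex and 2 mM ATP. Unwinding read as fluorescence (525/598 nm), two reads 2 h apart.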
SMN2 splice enh = qHTS Assay for Enhancers of SMN2 Splice Variant Expression; HEK293 SMN2-luciferase splicing reporter, luminescence, 30-36 h; Potency, µM (titrated, usually from 46.1 µM), for inactives: at the highest dose activity change, positive = activation, usual class: activators; actives 2.8% (n = 210,000); further: % of control where 0% means no effect; nearly all actives have a fitted effect of over 55% in size
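qHTS luciferase splicing reporter: luminescence rises when SMN2 exon 7 is included in transfected HEK293 cells. Compound exposure lasted 30-36 h at 37C, with 4.5 mM final sodium butyrate as control, followed by a ONE-Glo read.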
TR SRC2 fluor cs = Total Fluorescence Counterscreen for Inhibitors of the Interaction of Thyroid Hormone Receptor and Steroid Receptor Coregulator 2; Potency, µM (titrated, usually from 106 µM), inactives show top-dose fluorescence change, negative = quenching; TRb/SRC2 Texas Red total fluorescence interference; actives 0.29% (n = 280,000); active means well fitted curve in either direction with a large enough effect; inconclusive means small, poorly fitted or top-dose-only effect; further: on the % scale 0 is the no-effect control and ±100 the full control effect
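Human TRb ligand-binding domain at 0.6 uM with 20 nM Texas Red SRC2 peptide in Tris buffer containing 1 uM T3 and 5% DMSO, incubated with compound 5 h at ambient temperature. Total fluorescence (555/632 nm) calculated as parallel + 2 × perpendicular.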
Lamin A splicing = qHTS Assay for Modulators of Lamin A Splicing. Potency, µM (highest dose often 46.1 µM), for the others: at the top dose ratio change, negative = inhibition, usual class: inhibitors. HeLa LMNA splicing GFP/RFP minigene ratio, 48 h. actives 0.01% (n = 200,000); active means well fitted inhibition curve with a large enough effect in the signal ratio, with a control signal flat, not every such curve was filed as active; inconclusive means small, poorly fitted or top-dose-only effect, or effect the other way, or a change in a side signal; the % refers to the signal ratio; further: on the % scale 0 is the no-effect control and ±100 the full control effect
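S3 HeLa stable clones carrying a lamin A-EGFP splicing minigene plus DsRed2 were seeded at 600 cells/well in Opti-MEM with 2% FBS, pin-dosed and incubated 48 h at 37°C. Acumen cytometry (488 nm) gave the GFP/RFP total-intensity ratio.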
JMJD2E inh = qHTS Assay for Inhibitors of Human Jumonji Domain Containing 2E (JMJD2E); Lysine-specific demethylase 4E (Homo sapiens), B2RXH2; JMJD2E catalytic domain, FDH-coupled NADH fluorescence (FDH is formaldehyde dehydrogenase); Potency, µM (titrated, usually from 57.1 µM), for the others: top-dose activity change, negative = inhibition, actives largely listed as inhibitors; actives 1.6% (n = 230,000); AID 2147, 2009; active means well fitted inhibition curve with a large enough effect, not every such curve was filed as active; inconclusive means small, poorly fitted or top-dose-only effect, or another doubt; inactive means no such curve, though single readings can be large or run the other way;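 further: 0% = wells with enzyme and -100% = buffer wells without enzyme; nearly all actives have a fitted effect of over 50% in size; many of its hits are not listed in these tables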
GoLoco inh red = qHTS Assay for Inhibitors of RGS12 GoLoco Motif Activity (Red Fluorophore) | Guanine nucleotide-binding protein G(i) subunit alpha-1 (Homo sapiens), P63096 | Gai1:RGS12 GoLoco peptide FP, rhodamine, 10 min | Potency, µM (series often up to 61.6 µM), inactives show at the highest dose activity, negative = inhibition, most hits filed as inhibitors | actives 0.44% (n = 230,000) | AID 880, 2007; active means well fitted inhibition curve with a large enough effect, not every such curve was filed as active; inactive means no such curve, though single readings can be large or run the other way; further: on the % scale 0 is the no-effect control and ±100 the full control effect; nearly all actives have a fitted effect of over 30% in size; many of its hits are not listed in these tables
Target sequence (P63096 whole entry, looked up): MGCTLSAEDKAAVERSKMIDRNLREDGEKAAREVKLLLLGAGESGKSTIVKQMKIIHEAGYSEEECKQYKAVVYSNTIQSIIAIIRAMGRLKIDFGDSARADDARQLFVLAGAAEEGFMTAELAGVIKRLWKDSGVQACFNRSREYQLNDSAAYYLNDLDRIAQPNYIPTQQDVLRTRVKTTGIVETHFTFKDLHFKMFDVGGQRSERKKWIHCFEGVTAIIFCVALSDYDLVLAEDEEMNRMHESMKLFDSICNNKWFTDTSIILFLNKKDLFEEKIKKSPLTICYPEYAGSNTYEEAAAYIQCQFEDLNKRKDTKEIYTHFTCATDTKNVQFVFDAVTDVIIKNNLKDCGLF
ALDH1A1 block = qHTS Assay for Inhibitors of Aldehyde Dehydrogenase 1 (ALDH1A1); Purified ALDH1A1, NADH fluorescence, propionaldehyde substrate; Potency, µM (doses to about 75.3 µM), for inactives: at the highest dose activity, negative = inhibition, usual class: inhibitors; AID 1030, 2008; actives 7.3% (n = 220,000); active means well fitted inhibition curve with a large enough effect, not every such curve was filed as active; inconclusive means small, poorly fitted or top-dose-only effect, or another doubt; inactive means no such curve, though single readings can be large or run the other way;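 further: plate controls were no enzyme wells and a reference inhibitor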
Target sequence (P00352 whole entry, looked up): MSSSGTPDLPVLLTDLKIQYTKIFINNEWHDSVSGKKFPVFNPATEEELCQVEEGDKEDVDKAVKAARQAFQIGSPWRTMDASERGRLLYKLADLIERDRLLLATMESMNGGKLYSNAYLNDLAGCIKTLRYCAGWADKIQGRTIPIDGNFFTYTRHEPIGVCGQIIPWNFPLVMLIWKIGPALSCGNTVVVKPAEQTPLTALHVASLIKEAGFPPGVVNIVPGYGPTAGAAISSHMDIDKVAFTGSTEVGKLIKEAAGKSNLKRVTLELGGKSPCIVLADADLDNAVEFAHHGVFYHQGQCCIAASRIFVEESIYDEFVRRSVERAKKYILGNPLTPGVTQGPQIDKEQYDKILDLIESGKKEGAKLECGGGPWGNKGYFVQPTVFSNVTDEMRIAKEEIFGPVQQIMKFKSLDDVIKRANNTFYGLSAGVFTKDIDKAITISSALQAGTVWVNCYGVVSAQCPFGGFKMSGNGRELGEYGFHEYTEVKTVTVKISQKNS
Starred values were filed as active, the others as inactive; i = inactive; u = inconclusive; x = not tested or not shown; [ ] = another dose, or the depositor's remark. Unless noted, the call rests on the fitted dose curve; in most records, active means well fitted curve in the direction sought with a large enough effect; inconclusive means small, poorly fitted or top-dose-only effect, or another doubt; inactive means no such curve, though single readings can be large; an effect the other way counts as inactive or inconclusive. Potency means the concentration at half of the fitted maximal effect. This is a subset (hit frequency here may not be typical).

SMILES	TRb-SRC2 inh	RECQ1 inh	SMN2 splice enh	TR SRC2 fluor cs	Lamin A splicing	JMJD2E inh	GoLoco inh red	ALDH1A1 block
Cc1ccc(NC(=O)NC(=O)CN2C(=O)NC3(CCc4ccccc43)C2=O)c(C)c1 (stereo not drawn)	-1%	i	u	-6%	-6%	1%	7%	4%
O=C(N/N=C/c1ccncc1)c1cc([N+](=O)[O-])cc([N+](=O)[O-])c1O	-6%	-14%	11%	-8%	6%	-25%	-1%	u
CO/N=C/NC(=O)c1c(OC)ccnc1Oc1cccc(C(F)(F)F)c1	-14%	-8%	-7%	-1%	-16%	6%	1%	2%
CSCCC(NC(=O)/C(=C/c1ccc(F)cc1)NC(C)=O)C(=O)O (stereo not drawn)	-1%	i	-7%	2%	2%[46 µM]	2%	14%	-3%
Cc1cccc(OCC(O)CN2CCN(CCN3C(=O)c4cccc5cccc(c45)C3=O)CC2)c1C (stereo not drawn)	-8%	-3%	5%	-5%	u	-27%	-7%	-12%
Cc1c(-c2ccccc2)c(P(=O)(N2CCOCC2)N2CCOCC2)c2ccccn12	-3%	-3%	-8%	1%	-3%	u	7%	u
CC(C)NC(=O)c1cc2nc(-c3ccco3)cc(C(F)(F)F)n2n1	12%	4%	-13%	0%	u	u	2%	u
c1ccc(-n2ncc(-c3nn[nH]n3)n2)cc1	-12%	-9%	x	-2%	3%	u	x	-13%
Cc1nn(C)cc1C1Nc2ccccc2C(=O)N1O (stereo not drawn)	-9%	-3%	9%	-3%	u	u	4%	-6%
CCOc1ccccc1N	-1%	4%	4%	-2%	x	x	-4%	u
O=C(CSC1=NCCS1)Nc1ccc2ccccc2c1	5%	-5%	x	-1%	-14%[46 µM]	2%	-5%	-18%
CC(=O)Cn1ncc(N2CCOCC2)c(Br)c1=O	0%	i	1%	-9%	x	3%	4%	3%
COc1ccc(/C=N/NC(=O)CC2N=C(Cc3ccccc3)NNC2=O)cc1OC (stereo not drawn)	0%	-3%	-6%	0%	-3%	0%	1%	8%
COc1ccc(O[C@H]2C=C[C@@H](c3ccccc3)O[C@@H]2COC(=O)CCC(C)=NO[C@@H]2O[C@H](COC(C)=O)[C@@H](OC(C)=O)[C@H](OC(C)=O)[C@H]2OC(C)=O)cc1	0%	-14%	-9%	-1%	5%	-25%	-1%	u
O=C(O)CC(NC(=O)C1CCCCC1)c1cc([N+](=O)[O-])ccc1Cl (stereo not drawn)	2%	i	-15%	-2%	u	-4%	0%	13%
CCS(=O)(=O)c1ccc(O)c(NC(=O)NC2CCCCC2)c1	9%	-16%	x	0%	x	-1%	-4%	x
Cc1ccc(-n2c(Cc3cccn3C)nnc2SCC(=O)N2CCN(c3ccccc3)CC2)cc1	-4%	-5%	-1%	5%	9%	-21%	5%	u
COc1ccc(C(=O)N2CCC(C(=O)Nc3ccccc3C)CC2)cc1OC	10%	-10%	x	-1%	x	-8%	0%	-9%
COc1ccc(C(=O)Nc2cc(C(C)=O)c(C)oc2=O)cc1	-3%	i	28%	-2%	x	-25%	8%	u
O=C1CCC(C(=O)O)(c2ccccc2)C1 (stereo not drawn)	-3%	i	-14%	1%	-5%	-11%	-2%	6%
Cc1ccc(/C=N/NC(=O)c2cc3c(ccc4ccccc43)o2)cc1[N+](=O)[O-]	-8%	-11%	-1%	-2%	6%	2%	6%	10%
Clc1ccc(-c2nc(/C=N/N3CCOCC3)c3ccccn23)cc1	-9%	i	-2%	-4%	-20%[46 µM]	u	19%	u
O=c1/c(=C\c2cccnc2)sc2nc3ccccc3n12	0%	-1%	u	-7%	-3%	-2%	5%	2%
Oc1ccc(C2Oc3cc(O)cc(O)c3CC2O)cc1 (stereo not drawn)	4%	i	2%	-3%	x	-9%	14%	-2%
CC(=O)NCCNc1cc(-c2ccccc2CN(C)C)ncn1	x	i	x	x	-8%	x	3%	u
Cc1ccc(/C=C/c2ccc(=O)n(Cc3ccccc3Cl)n2)cc1	-16%	-13%	-14%	4%	-10%	u	12%	u
Clc1ccc(Cn2cnc3ccccc32)cc1	-2%	-1%	-53%[inhibitor]	-3%	x	-2%	4%	-4%
CC(C)CC(=O)Nc1cccc(C(C)O)c1 (stereo not drawn)	-8%	14%	5%	-2%	x	-9%	9%	13%
Cc1ccc(NC(=O)CN2C(=O)N/C(=C\c3cccn3-c3cccc(C(=O)O)c3)C2=O)cc1	-6%	u	22%	-1%	-1%[46 µM]	-17%	10%	-4%
CCC(C)(C(=O)NC1CCCCC1)N(C)C(=O)c1ccc2c(c1)OCO2 (stereo not drawn)	-4%	-12%	-6%	-2%	-5%	3%	7%	9%
COc1cc(NC(=O)CSc2nncn2C)c(C)cc1[N+](=O)[O-]	-3%	-13%	4%	-2%	-16%[46 µM]	3%	15%	-11%
O=C(Nc1ncc(Cc2ccccc2)s1)C1COc2ccccc2O1 (stereo not drawn)	-3%	-7%	10µM*	0%	-5%	10%	5%	-7%
Cn1c(CNS(=O)(=O)c2ccc(F)cc2)n[nH]c1=S	-9%	u	-17%	-1%	0%	-1%	9%	7%
CC(=O)N1CCN(Cc2nc3cc(NC(=O)c4ccc(F)cc4)ccc3n2C)CC1	1%	17%	-24%	-2%	x	3%	19%	3%
O=C(NC(=S)NCc1cccnc1)c1cc2ccccc2o1	-12%	-7%	9%	-1%	x	-17%	10%	u
COc1ccc(OCC(=O)Nc2ccc3c(c2)nc(CN2CCCC2)n3C)cc1	-6%	-1%	-1%	-2%	1%	-1%	0%	-13%
O=C(/C=C/c1ccc([N+](=O)[O-])cc1)OCC(=O)N1c2ccccc2Sc2ccccc21	3%	-7%	-17%	-2%	-8%	5%	5%	2%
CCOc1ccc(C(=O)Nc2cccc3ncccc23)cc1Br	-12%	3%	-12%	0%	x	4%	14%	-5%
COC(=O)c1ccc(N2C(=O)c3cc(N4CCOCC4)c([N+](=O)[O-])cc3C2=O)cc1	-2%	-14%	12%	0%	-4%	13%	7%	4%
CCn1nc(NC(=O)c2ccncc2)c2cc3ccccc3nc21	-15%	-2%	10%	-3%	4%	-14%	12%	-8%

At a glance, part of the list above.
SMILES	TRb-SRC2 inh	RECQ1 inh	SMN2 splice enh	TR SRC2 fluor cs	Lamin A splicing	JMJD2E inh	GoLoco inh red	ALDH1A1 block
Cc1ccc(NC(=O)NC(=O)CN2C(=O)NC3(CCc4ccccc43)C2=O)c(C)c1 (stereo not drawn)	-1%	i	u	-6%	-6%	1%	7%	4%
O=C(N/N=C/c1ccncc1)c1cc([N+](=O)[O-])cc([N+](=O)[O-])c1O	-6%	-14%	11%	-8%	6%	-25%	-1%	u

Next compounds
SMILES	TRb-SRC2 inh	RECQ1 inh	SMN2 splice enh	TR SRC2 fluor cs	Lamin A splicing	JMJD2E inh	GoLoco inh red	ALDH1A1 block
O=C(CN(C(=O)Cn1nnc(-c2ccccc2F)n1)c1cnc2ccccc2c1)NCC1CCCO1 (stereo not drawn)	0%	0%	-20%	-1%	-11%[9.22 µM]	u	-2%	u
Cc1c(Cl)cccc1NC(=S)NC1CCN(C(C)C)CC1	-5%	-6%	19%	-6%	-10%[46 µM]	13%	11%	9%
COC(=O)c1cc(-c2ccc(NC(C)=O)cc2)nc2ccccc12	-9%	i	-5%	-2%	u	u	-6%	u
CC(C)N1CCC(N2CCN(CCCc3ccccc3)CC2CCO)CC1 (stereo not drawn)	-3%	2%	x	-1%	u	-4%	9%	-18%
Cn1c(=O)[nH]c(=O)c2c1nc(N/N=C/C(Br)=C/c1ccccc1)n2CCO	-6%	-3%	x	-2%	x	-14%	-14%	x
N#CC1=C(Nc2ccccc2Cl)SC(c2ccccc2O)NC1=O (stereo not drawn)	5%	-4%	x	-3%	x	u	-10%	x
CCOC(=O)C1(Cc2cccc(F)c2)CCN(C(=O)c2ccoc2C)CC1	-4%	-1%	x	-4%	x	3%	8%	u
COC(=O)c1nn(-c2ccccc2)c(Sc2ccccc2)c1/C=N/O	-7%	-15%	-23%	-5%	8%	-8%	-15%	u
O=C(NCC1CCCO1)C1CCN(c2ccc(S(=O)(=O)N3CCCC3)cc2)CC1 (stereo not drawn)	-7%	-3%	-29%	-2%	-16%	-6%	6%	10%
Cn1c(=O)oc2cc(S(=O)(=O)N3CCc4ccccc43)ccc21	-2%	-8%	x	-2%	x	6%	40%[activator]	x
CO[C@@]12C[C@@H](COC(=O)c3cncc(Br)c3)CN(C)[C@H]1Cc1cn(C)c3cccc2c13	0%	2%	-1%[20.6 µM]	0%	-13%	u	-3%	-10%
CCN(CC)c1ccc(-c2nn3c(-c4cccnc4)nnc3s2)cc1	-4%	-3%	2%	-6%	u	u	-1%	u
CCOC(=O)c1cnc2c(c(C)nn2C)c1Oc1ccccc1F	-5%	-8%	x	4%	u	-7%	6%	-2%
Cc1ccc(-c2nc3ccc(C(=O)O)cc3nc2-c2ccc(C)cc2)cc1	2%	1%	-10%	-5%	9%	u	10%	u
CC1(C)CC(=O)c2c(-c3cccs3)n[nH]c2C1	-8%	i	-9%	1%	-8%	u	-2%	u
COc1cc(C2Nc3ccccc3C(=O)N2c2ccc3c(c2)OCCO3)ccc1OCC(C)C (stereo not drawn)	2%	-7%	3.2µM*	3%	-7%	u	11%	u
Clc1nc2nc3n(c2nc1Cl)CCC3	3%	-21%	x	-2%	x	u	6%	x
O=C(O)c1ccc(-c2ccc(/C=N/Nc3ccc([N+](=O)[O-])cc3)o2)cc1	0%	u	x	-11%	x	u	89%[activator]	x
